# AmpC inh detg – inhibitors of E. coli AmpC beta-lactamase with detergent. 370,000 tested, 0.041% active. AmpC hydrolysis of nitrocefin, absorbance 480 nm, 0.01% Triton. Potency, µM (top dose mostly 114 µM), for the others: at the top dose activity change, negative = inhibition, most hits filed as inhibitors. P00811. AID 485294;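 note: potency is the fitted concentration of half-maximal effect; 0% = no-compound wells and -100% = no-enzyme wells; nearly all actives have a fitted effect of over 25% in size; some results filed as inactive show a strong effect at the top dose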
# Target sequence (P00811 whole entry, looked up): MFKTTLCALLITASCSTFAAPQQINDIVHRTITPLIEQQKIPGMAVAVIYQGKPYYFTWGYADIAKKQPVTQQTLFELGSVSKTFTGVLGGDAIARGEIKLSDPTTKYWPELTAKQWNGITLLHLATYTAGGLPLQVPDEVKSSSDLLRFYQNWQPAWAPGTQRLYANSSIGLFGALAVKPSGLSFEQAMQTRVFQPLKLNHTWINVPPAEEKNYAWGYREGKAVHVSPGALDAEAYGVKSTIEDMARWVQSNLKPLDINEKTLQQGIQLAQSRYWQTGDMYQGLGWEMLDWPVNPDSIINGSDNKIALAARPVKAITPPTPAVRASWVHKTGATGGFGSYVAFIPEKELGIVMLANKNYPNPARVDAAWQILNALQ
#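 AmpC (5.3 nM in the dispensed reagent) in 20 mM phosphate pH 7.0 with 0.01% (detergent screen) or 0.0001% Triton X-100 was preincubated with compounds for 15 min at room temperature. Nitrocefin was then added from an 800 uM solution, and hydrolysis was followed at 480 nm.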
# LmPK inhibitor – blocks Leishmania mexicana pyruvate kinase activity | Potency, µM (top dose mostly 57.5 µM), for inactives: top-dose activity change, negative = inhibition, usual class: inhibitors | Q27686 | purified LmPK, Kinase-Glo ATP luminescence, 1 h | 290,000 tested, 0.37% active; note: potency is the fitted concentration of half-maximal effect
# Target sequence (Q27686 whole entry, looked up): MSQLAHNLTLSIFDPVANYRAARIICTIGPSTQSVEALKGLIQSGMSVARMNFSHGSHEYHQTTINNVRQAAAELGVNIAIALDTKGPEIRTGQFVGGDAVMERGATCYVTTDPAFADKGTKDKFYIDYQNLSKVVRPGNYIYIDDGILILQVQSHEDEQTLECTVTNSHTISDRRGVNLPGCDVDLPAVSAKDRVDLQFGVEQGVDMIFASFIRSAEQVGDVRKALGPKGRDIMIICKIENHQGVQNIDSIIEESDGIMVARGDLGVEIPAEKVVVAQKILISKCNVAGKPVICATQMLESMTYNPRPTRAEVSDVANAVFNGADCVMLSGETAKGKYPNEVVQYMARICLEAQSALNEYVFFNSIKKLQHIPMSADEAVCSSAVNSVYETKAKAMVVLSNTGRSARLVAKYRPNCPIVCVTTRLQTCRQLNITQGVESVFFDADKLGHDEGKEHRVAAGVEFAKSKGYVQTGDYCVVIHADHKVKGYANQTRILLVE
#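 Screened at intermediate enzyme activity to detect both inhibitors and activators: LmPK at 0.1 nM, with a 0.5 nM enzyme column as activation reference. PEP 0.5 mM, ADP 0.1 mM; ATP detected by luminescence after 1 h.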
# Tb PYK inh – T. brucei pyruvate kinase inhibition; 410,000 tested, 0.12% active; TbPYK enzyme, Kinase-Glo Plus ATP luminescence, 45 min; Potency, µM (titrated, usually from 76.8 µM), for the others: at the top dose activity, negative = inhibition, most hits filed as inhibitors; note: potency is the fitted concentration of half-maximal effect; nearly all actives have a fitted effect of over 50% in size
#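 TbPYK + substrate in 50 mM TEA pH 7.2, 100 mM KCl, 10 mM MgCl2, 0.05% BSA, 0.01% Tween-20; cpd pinned; ADP 130 uM final; 45 min RT; Kinase-Glo Plus 10 min; luminescence endpoint.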
# AMA1-RON2 inh – disrupts binding of P. falciparum AMA1 to RON2; AlphaScreen AMA1-biotinylated RON2 peptide binding; Potency, µM (doses to about 58.2 µM), without a hit: top-dose activity change, negative = inhibition, hits mostly inhibitors; 360,000 tested, 0.2% active; AID 720542;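 note: potency is the fitted concentration of half-maximal effect; 0% = vehicle wells and -100% = peptide control; nearly all actives have a fitted effect of over 45% in size; some results filed as inactive show a strong effect at the top dose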
#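 AMA1 (3D7) with his tag at 25 nM final met compounds first, then biotinylated RON2 peptide at 25 nM; detection used donor plus acceptor beads, 10 µg/mL apiece, read by AlphaScreen after 30 min at room temperature.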
# AmpC no deterg – blocks E. coli AmpC beta-lactamase in detergent-free assay. Potency, µM (highest dose often 57.1 µM), for inactives: at the highest dose activity change, negative = inhibition, hits mostly inhibitors. P00811. AmpC nitrocefin hydrolysis, absorbance 480 nm, 0.0001% Triton. AID 485341. 330,000 tested, 0.52% active;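 note: potency is the fitted concentration of half-maximal effect; plate controls were no compound for no effect and no enzyme for full effect; nearly all actives have a fitted effect of over 20% in size; some results filed as inactive show a strong effect at the top dose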
#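 20 mM phosphate pH 7.0 + 0.01% (detergent screen) or 0.0001% Triton X-100; 5.3 nM AmpC reagent; cpd preinc 15 min RT; nitrocefin (800 uM stock) to start; A480 q20 s × 4 min; Activity was normalised to no-enzyme and no-compound control wells.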
# Sm TGR block – inhibitors of Schistosoma mansoni thioredoxin glutathione reductase; Q962Y6; purified TGR, DTNB reduction, TNB absorbance 405 nm; Potency, µM (highest dose often 114 µM), for inactives: top-dose activity change, negative = inhibition, actives largely listed as inhibitors; 360,000 tested, 3% active; note: potency is the fitted concentration of half-maximal effect; nearly all actives have a fitted effect of over 60% in size
#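 TGR 20 nM + NADPH 100 uM (dispensed conc.), cpd preinc 15 min RT; start with NADPH (500 uM addition) then DTNB (15 mM addition). Kinetic TNB absorbance, 405 nm filter. Four-parameter Hill fit across titration.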
# HCMV antiviral – inhibitors of human cytomegalovirus; HFF cells, HCMV-luciferase reporter, 72 h; stronger effect = lower value; activity change, negative = inhibition, % at 57.5 µM; 410,000 tested, 4.5% active; in the data active = activity change below about -60%; inconclusive = no clear call, values can overlap the other calls; inactive = above about -39%
#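 Two-dose cell screen: HFF monolayers treated with compounds and infected with luciferase-expressing HCMV at 1 PFU/cell, 72 h at 37C, then lysed for luciferase measurement.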
# An asterisk follows results filed as active; u = inconclusive; x = no result given; [ ] = remark or other dose. Unless noted, calls come from the whole dose curve; as a rule, active = well fitted curve in the direction sought with a large enough effect; inconclusive = small, poorly fitted or top-dose-only effect, or another doubt; inactive = no such curve, though single readings can be large; an effect the other way counts as inactive or inconclusive. Unless noted, % is set by controls: 0 for no effect and ±100 for the full control effect. Outcome played no part in choosing rows; overall some 7.4% were active at least once.
structure	Sm TGR block	HCMV antiviral	AmpC inh detg	LmPK inhibitor	Tb PYK inh	AmpC no deterg	AMA1-RON2 inh
Cc1ccc(C)c(NS(=O)(=O)c2c(C)[nH]c(C)c2C(=O)N2CCCCC2)c1	1%	-3	5%	5%	2%	14%	25%
CCSc1nc2c(c(=O)[nH]c(=O)n2C)n1CC(O)COc1ccccc1C (stereo not given)	-15%	44	-4%	2%	-5%	19%	-5%
O=C(COC(=O)COc1ccc(Cl)cc1)NCCCc1ccccc1	x	39	x	x	-12%	31%	19%
COc1ccc(CNC(=O)C2CC(c3cc(C(F)(F)F)cc(C(F)(F)F)c3)=NO2)cc1 (stereo not given)	20%	4	-1%	-1%	-3%	-14%	-2%
CCOC(=O)c1sc2nc(-c3cccnc3)ccc2c1N	-3%	-5	5%	5%	4%	24%	19%
Cc1nc(-c2ccccc2)sc1C(N)=O	-23%	82	-11%	-4%	4%	-19%	32%[activator]
Cn1cccc1Cc1nnc(SCC(=O)N2CCOCC2)n1-c1ccc(F)cc1	-34%	0	-10%	-1%	-14%	2.5µM*	-2%
COc1ccc(NC(=O)c2sc3nc4n(c(=O)c3c2C)CCC4)cc1Cl	7%	5	29%	x	1%	x	x
CCOC(=O)N1CCN(C(=O)C2CCCN(c3ncnc4c3sc3cccc(F)c34)C2)CC1 (stereo not given)	x	3	x	x	-13%	x	-4%
COc1ccccc1Nc1nc2ccc(C)cc2cc1C#N	-3%	52	-9%	-3%	-4%	-17%	17%
O=C(NCC1COc2ccccc2O1)Nc1ccccc1F (stereo not given)	-4%	36	u	3%	3%	-30%	-1%
CN(C(=O)c1ccccc1NC(=O)C(F)(F)F)c1ccccc1	-3%	0	-5%	-9%	-2%	1%	4%
C/C(=N/NC(=O)CNC(=O)c1cccnc1)c1ccc(Cl)c(Cl)c1	-2%	12	-1%	9%	-7%	32%	-10%
CSc1nsc(SC)c1NC(=O)Nc1ccccc1C	-1%	-18	1%	3%	3%	-10%	-1%
CCCN1CCn2c3c(c4cc(Br)ccc42)CCCC31 (stereo not given)	9%	-3	5%	0%	0%	8%	-28%
O=C(N/N=C/c1cccnc1)c1cccc(Cl)c1	-13%	14	-8%	-6%	5%	-7%	4%
Cn1cc(S(=O)(=O)N2CCCCC2)cc1C(=O)N1CCN(c2ccc(F)cc2)CC1	1%	7	-4%	x	-2%	x	x
COC(=O)C1=C(c2cc3ccccc3s2)C[C@@H]2CC[C@H]1N2C(=O)NCCCOC(C)C	x	17	x	x	0%	x	-2%
CN1CCCN(Cc2ccccc2C(F)(F)F)CC1	6%	10	-13%	-2%	0%	-8%	u
Cc1snc(S(=O)(=O)Cc2ccccc2Cl)c1C#N	5%	-30	1%	-1%	5%	-8%	8%

# (listing goes on)
structure	Sm TGR block	HCMV antiviral	AmpC inh detg	LmPK inhibitor	Tb PYK inh	AmpC no deterg	AMA1-RON2 inh
O=c1c2cc3c(nc2ncn1Cc1ccccc1F)CCCC3	1%	-31	0%	x	-2%	x	x
Cc1ccc(C(=O)N/C(=C\c2cccs2)c2nc3ccccc3[nH]2)cc1	-2%	-12	12%	4%	1%	-24%	8%
COc1ccc2c(c1)CCc1c-2n[nH]c1C(=O)O	43%[activator]	1	-18%	-9%	-1%	-13%	12%
COc1ccc(N2CCN(C(=O)c3cc(N4C(=O)C5C6CCC(C6)C5C4=O)ccc3Cl)CC2)cc1 (stereo not given)	-12%	-36	-14%	-1%	1%	129%[activator]	-20%
CC1(c2nnc(-c3ccc(Cl)cc3)o2)CC(c2cccc(Cl)c2)=NO1 (stereo not given)	7%	15	-7%	4%	-2%	7%	-7%
CCc1ccc(NC(=O)COC(=O)CCc2nc3cc(S(=O)(=O)N(CC)CC)ccc3n2C)cc1	0%	-39	-3%	0%	-3%	65%[activator]	9%
CC(=O)NC(CC(=O)OCC(=O)N1CCc2ccccc21)c1ccccc1 (stereo not given)	16%	-10	-2%	3%	-5%	-5%	1%
COc1ccc(Cl)cc1N1C(=NC(=O)C2CCCO2)SC2CS(=O)(=O)CC21 (stereo not given)	-1%	21	1%	-2%	1%	1%	3%
C=CCc1cccc2cc(C(=O)OCC)c(=O)oc12	3%	-18	-1%	1%	9%	-23%	-1%[11.6 µM]
O=C(Nc1ccccc1F)C1CCN(C(=O)NCc2ccccc2)CC1	8%	-1	-1%	-6%	-4%	-7%	14%
Cc1ccc(Cc2nc3ccccc3nc2SCC(=O)N2CCN(c3ccccc3)CC2)cc1	3%	55	11%	x	0%	x	x
Cc1cccn2c(=O)c(C=NCCO)c(Nc3ccc(Cl)cc3)nc12	11%	-16	u	1%	x	-14%	x
CCCCOC(=O)c1ccc(NC(=O)c2cc(Cl)c(Cl)cc2C(=O)O)cc1	u	-25	4%	1%	1%	-12%	11%
O=C(Nc1ccccc1C(=O)NCc1ccco1)c1ccccc1	11%	31	6%	4%	-21%	-31%	-3%
CC(C(=O)NC1CCCC1)N1CCN(S(=O)(=O)c2ccccc2Cl)CC1 (stereo not given)	35µM*	-19	-11%	x	1%	-3%	-7%
Cc1ccccc1N=Cc1cccc(O)c1O	5µM*	x	u	-25%	6%	-48%	-13%
Fc1ccc(OCCCCN2CCOCC2)cc1	-5%	47	u	6%	-2%	-12%	9%
CC(=O)OC(COc1ccccc1)Cn1cnc2ccccc21 (stereo not given)	u	-1	6%	-1%	14%	-6%	-6%
Cc1ccc(NS(=O)(=O)c2cc(C(=O)N3CCc4ccccc4C3)ccc2Cl)cc1	-15%	32	4%	3%	-2%	-26%	0%
COc1ccc(/C=N/NC(=O)CCN2CCN(c3ccccc3)CC2)c(OC)c1OC	-8%	-34	-7%	3%	-1%	37%	11%

# Reformatted with values under each structure: entries from further up.
# Second line of a record: Sm TGR block | HCMV antiviral | AmpC inh detg | LmPK inhibitor | Tb PYK inh | AmpC no deterg | AMA1-RON2 inh
- O=c1c2cc3c(nc2ncn1Cc1ccccc1F)CCCC3
    1% | -31 | 0% | x | -2% | x | x
- Cc1ccc(C(=O)N/C(=C\c2cccs2)c2nc3ccccc3[nH]2)cc1
    -2% | -12 | 12% | 4% | 1% | -24% | 8%
- COc1ccc2c(c1)CCc1c-2n[nH]c1C(=O)O
    43%[activator] | 1 | -18% | -9% | -1% | -13% | 12%
- COc1ccc(N2CCN(C(=O)c3cc(N4C(=O)C5C6CCC(C6)C5C4=O)ccc3Cl)CC2)cc1 (stereo not given)
    -12% | -36 | -14% | -1% | 1% | 129%[activator] | -20%

# (more compounds)
structure	Sm TGR block	HCMV antiviral	AmpC inh detg	LmPK inhibitor	Tb PYK inh	AmpC no deterg	AMA1-RON2 inh
CCOc1cc(C(c2c(C)[nH][nH]c2=O)c2c(C)[nH][nH]c2=O)ccc1OS(=O)(=O)c1ccc(C)cc1	-24%	-24	-9%	10%	-5%	-23%	49%[activator]
COc1ccc2c(c1)/C(=N/OC(=O)c1cccs1)CCC2	6%	-13	u	2%	-15%	-27%	5%
Cc1ncc([N+](=O)[O-])n1CC(=O)Nc1ccc2c(c1)OCO2	-9%	40	-6%	1%	-12%	-18%	-2%
CC(=O)C1(C)N(O)C(C)(C)C(c2cccs2)=[N+]1[O-] (stereo not given)	-2%	-9	2%	-6%	-4%	-21%	1%
CN1CCN(Cc2nnc(-c3ccccc3)o2)CC1	13%	-29	-1%	6%	1%	-7%	-3%
OC(COCc1ccc2c(c1)OCO2)CN1CCN(Cc2ccccc2)CC1 (stereo not given)	-7%	23	u	-9%	1%	8%	-2%
Cc1ccc(SCC(=O)OCC(=O)N(CC(C)C)C2CCS(=O)(=O)C2)cc1C (stereo not given)	-30%	-27	0%	x	-2%	92%[activator]	-17%
COC(=O)c1ccc2c(c1)S(=O)(=O)NC2C (stereo not given)	x	25	x	x	7%	x	-5%
CC1=C(C(=O)OCCOc2ccccc2)C(c2ccsc2)NC(=O)N1C (stereo not given)	7%	-26	5%	-2%	1%	-12%	-12%
COc1ccccc1CNC(=O)COC(=O)CNS(=O)(=O)c1ccc(C)cc1	35µM*	19	11%	1%	-7%	117%[activator]	9%
COc1ccc(C(c2nnnn2Cc2ccccc2)N2CCN(c3nc4ccccc4s3)CC2)cc1 (stereo not given)	0%	-13	-3%	8%	-6%	6%	-3%
CCc1nc2ccc(C(=O)N(C)CC(=O)Nc3ccccc3C(F)(F)F)cc2nc1CC	x	34	x	x	-5%	59%	24%
Cn1ccnc1SCC(=O)c1ccc2ccccc2c1	-1%	26	3%	-3%	-12%	-14%	-15%
C[C@H](CO)N1C[C@H](C)[C@@H](CN(C)C(=O)Nc2ccc(C(F)(F)F)cc2)Oc2c(NC(=O)Nc3ccccc3)cccc2C1=O	x	-17	x	x	1%	194%[activator]	-9%
O=C(CCCCn1c(=O)c2ccccc2n(Cc2ccc(F)cc2Cl)c1=O)NCCc1ccc(Cl)cc1	-2%	-34	18%	x	-4%	x	x
O=C(Nc1nc2ccccc2c(=O)s1)c1ccc(F)cc1Cl	-16%	16	0%	0%	0%	-11%	3%
CCOc1cccc(N2C(=O)CC(N3CCN(c4ccc(S(=O)(=O)CC)cc4)CC3)C2=O)c1 (stereo not given)	u	-5	-8%	1%	-5%	122%[activator]	4%
CCn1c2ccccc2c2cc(/C(C)=N/O)ccc21	-15%	13	0%	2%	-10%	-11%	12%
c1ccc(CCN2CN(CCCN3CCOCC3)c3nc4ccccc4n3C2)cc1	3%	2	-10%	1%	-1%	27%	-10%
CC(CCc1ccccc1)NC(=O)CCC1CCCC1 (stereo not given)	x	28	x	x	-18%	x	17%

# (continued)
structure	Sm TGR block	HCMV antiviral	AmpC inh detg	LmPK inhibitor	Tb PYK inh	AmpC no deterg	AMA1-RON2 inh
CC(C)(C)c1ccc(O)c(/C=N\O)c1	1%	59	-1%	-7%	-8%	-24%	98%[activator]
Cc1nc2ccccc2c(=O)n1-c1ccc(Br)cc1[N+](=O)[O-]	-8%	u	-6%	3%	-2%	-18%	-2%
CCC1(CC)Cc2ccccc2C(Nc2c(C)n(C)n(-c3ccccc3)c2=O)=N1	-10%	-23	-4%	-8%	-6%	0%	1%
O=C(NCCc1cccs1)Nc1nnc([C@H]2C[C@H](O)[C@@H](CO)O2)s1	x	-3	x	x	4%	x	5%
CSC(=S)N/N=C(\C)c1ccccc1	9%	-39	0%	-2%	-8%	-40%	21%
Cn1c(=O)c(Oc2cc(Cl)cc(Cl)c2)nc2ccccc21	-15%	3	2%	4%	6%	0.4µM*	14%
